# SRC1 TRFRET art: counter-screen for PPARgamma SRC-1 recruitment agonists: TR-FRET artefact; TR-FRET detection artefact counter-screen, emission ratio; active compounds read high; TR-FRET ratio at 8 µM; 99,000 tested, 0.34% active; in the data active = TR-FRET ratio above about 2300; note: inactives centre near 1800; reference of the scale not given here
# SRC3 TRFRET art: flags TR-FRET format artefacts in PPARgamma SRC-3 recruitment agonist screen; 99,000 tested, 0.39% active; TR-FRET ratio at 8 µM; TR-FRET artefact counter-screen, PPARgamma/SRC-3 format; active compounds read high; in the data active = TR-FRET ratio above about 2000; note: inactives centre near 1600; reference of the scale not given here
# Active calls of the source: *. This is a subset; count on the stated rates, not on these rows.
SMILES,SRC1 TRFRET art,SRC3 TRFRET art
CC(C)Oc1ccccc1/C=N/Nc1ccccc1[N+](=O)[O-],1725,1496
COC(=O)c1ccccc1Sc1ncnc2onc(C)c12,1896,1613
COC(=O)CC1C(=O)NCCN1C(=S)Nc1cccc(C)c1 (stereo unspecified),1735,1739
C/C=C/c1ccc(OCCCCOc2ccccc2F)c(OC)c1,1528,1611
Cc1ccc(S(=O)(=O)N(C)c2ccc(C(=O)N3CCc4ccccc4C3)cc2)cc1,1910,1740
COc1cc(CNC(C)(C)C)ccc1OCC(=O)NC(C)(C)C,1963,1541
O=C(Cc1ccccc1)N/N=C/c1cccc([N+](=O)[O-])c1,1719,1507
COc1ccc(C(=O)CCc2nc3ccccc3s2)cc1,1712,1651
CC(=O)Nc1cccc(Oc2ncnc3scc(-c4ccc(C(C)C)cc4)c23)c1,1657,1408
CCN1CCN(C(=O)CN(C)S(=O)(=O)c2cc(C)ccc2OC)CC1,1642,1282
COc1ccc(C(=O)Nc2cc(C(F)(F)F)ccc2-n2cnc3ccccc32)cc1,1769,1696
COc1cc(/C=N/NC(N)=S)cc(Br)c1OCc1ccccc1F,1689,1600
O=C(Nc1ccc(NC(=O)c2ccco2)nc1)c1ccco1,1917,1685
Cc1cc(-c2n[nH]c(=S)n2/N=C/C(Cl)=C/c2ccccc2)n[nH]1,1902,1661
C[C@@H]1CN(Cc2nc(Cc3ccccc3F)no2)C[C@H](C)O1,1822,1770
O=C(Cn1nc2ccccc2n1)N/N=C/c1cc(Cl)cc([N+](=O)[O-])c1O,2021,1453
O=C(Cn1c(C(F)(F)F)nc2ccccc21)Nc1ccccc1C(=O)O,1771,1561
CN(c1ccccc1)c1nc(N)c(C#N)c(CC#N)c1C#N,2020,1922
COc1cc(CCC(=O)OCC(=O)Nc2ccccc2C(C)C)cc(OC)c1OC,1596,1459
CCc1ccc(CCC(=O)Nc2ncc(Cc3ccccc3Cl)s2)o1,1767,1633
FC(F)Oc1ccccc1C1CC(c2ccc(Br)s2)Nc2ncnn21 (stereo unspecified),1872,1668
COc1ccc(CC(=O)NNC(=O)CSc2ccc(C)cc2)cc1,1757,1514
CCOC(=O)CNC(=O)CSc1ccc2nnc(-c3ccc(F)cc3)n2n1,1730,1652
Cc1ccc(C)n1-n1cnc2scc(-c3cccs3)c2c1=O,2026,1720
CCOc1ccc(-c2ccc(C=O)o2)c([N+](=O)[O-])c1,1809,1629
CC1=NOC(=O)/C1=C\c1ccc(-c2ccc(Br)cc2)o1,1791,1871
COCCn1c(Br)nc2c1c(=O)n(C)c(=O)n2C,1805,1464
Cc1ccc(C(=O)CSc2nc(C(C)C)nc3ccccc23)cc1,2043,1603
OCC1(CCc2ccccc2)CCN(Cc2ccc3nsnc3c2)CC1,2513*,2142*
S=C(Nc1ccc2cn[nH]c2c1)Nc1ccc(Cl)cc1Cl,1437,1425
O=C(c1ccc(-c2ccccc2)cc1)N1CCN(c2ccccn2)CC1,1662,1582
Cc1cc(C)cc(NC(=S)NC2CC3CCCC(C2)N3C2CCCC2)c1 (stereo unspecified),1897,1648
O=S(=O)(NC1CCCC1)c1ccc(S(=O)(=O)NC2CCCC2)cc1,1805,1342
O=C(NC1=NCCS1)c1sc2cc(Cl)cc(Cl)c2c1Cl,1995,1666
CC(C)CN(C(=O)COC(=O)CNC(=O)c1ccccc1F)C1CCS(=O)(=O)C1 (stereo unspecified),1433,1511
COc1ccc(-n2ccnc2CN2CCCC(CO)(Cc3cccc(OC)c3)C2)cc1 (stereo unspecified),1880,1557
COC(=O)C1CC(=O)N(Cc2ccccc2)C1 (stereo unspecified),1888,1509
O=C(CSc1nnc(-c2cccnc2)n1CCN1CCCCC1)Nc1cccc(Cl)c1,1744,1467
O=C(NC1(C(=O)NC2CCCC2)CCCCC1)c1ccc2c(c1)OCO2,1991,1480
Nc1ccc(C(=O)OCc2nc3ccccc3s2)cc1,1804,1474
CCn1cc(C=C2C(=O)c3ccccc3C2=O)c2ccccc21,1699,1506
COc1ccccc1C(=O)NNC(=S)NC(=O)c1ccco1,1995,1766
C/C(CCc1ccccc1)=N\NC(=O)c1ccccc1,1675,1645
CCN1CCN(C(=O)c2cc(S(=O)(=O)Nc3ccc(S(C)(=O)=O)cc3)ccc2Cl)CC1,1737,1496
COCCN1Cc2cccc(C(=O)Nc3cc(OC)ccc3OC)c2C1=O,1739,1469
Cc1ncc(CN2CCN(C(C)C)C(CCO)C2)s1 (stereo unspecified),1923,1568
CCOc1nc(Nc2ccc(OC)cc2)nc(N2CCOCC2)n1,1672,1393
CCOc1ncccc1C(=O)OCC(=O)Nc1ccc(C(C)C)cc1,1690,1723
COc1ccc(S(=O)(=O)N(CC(=O)Nc2ccc(S(=O)(=O)N3CCOCC3)cc2)c2ccccc2)cc1,1890,1349
CN(C)c1nc(C(F)(F)F)cc(=O)[nH]1,1845,1704
CCOC(=O)C1=C(C)NC(=S)NC1C (stereo unspecified),1890,1449
COCc1[nH]nc2c1C(c1cccc(OC)c1)C(C#N)=C(N)O2 (stereo unspecified),1739,1715
Cn1ncc(Cl)c1C(=O)N/N=C/c1cccc(OC2CSC2)c1,1780,1723
O=C(Cc1ccccc1F)c1ccc(O)cc1O,2099,1499
COc1ccc(C(=O)O/N=C2\CCS(=O)(=O)c3sccc32)cc1,1906,1661
CNc1nc(OC)nc(N(C#N)CN2C(=O)c3ccccc3S2(=O)=O)n1,1744,1473
Cc1[nH]c(=O)[nH]c(=O)c1S(=O)(=O)N1CCC(C(=O)NC(C)c2ccccc2)CC1 (stereo unspecified),1697,1678
Fc1ccccc1/C=N/Nc1ncnc2nc[nH]c12,1768,1430
NS(=O)(=O)c1ccc(N/N=C/c2ccccc2C(=O)O)c([N+](=O)[O-])c1,1835,1676
O=C(O)CC/C(=N\NC(=O)c1ccccc1)c1cccs1,1694,1335

# 5 compounds already listed, arranged by number of heavy atoms, descending:
SMILES,SRC1 TRFRET art,SRC3 TRFRET art
Cc1[nH]c(=O)[nH]c(=O)c1S(=O)(=O)N1CCC(C(=O)NC(C)c2ccccc2)CC1 (stereo unspecified),1697,1678
CNc1nc(OC)nc(N(C#N)CN2C(=O)c3ccccc3S2(=O)=O)n1,1744,1473
CCOc1ncccc1C(=O)OCC(=O)Nc1ccc(C(C)C)cc1,1690,1723
COCc1[nH]nc2c1C(c1cccc(OC)c1)C(C#N)=C(N)O2 (stereo unspecified),1739,1715
O=C(Cc1ccccc1F)c1ccc(O)cc1O,2099,1499

# Next structures:
SMILES,SRC1 TRFRET art,SRC3 TRFRET art
CCOC(=O)c1c(-c2ccc(OC)cc2)csc1/N=C/N(C)C,1881,1492
COc1ccc(N2CCN(C(=O)CSc3ccc([N+](=O)[O-])cc3)CC2)cc1,1893,1460
COCCN(C)C(=O)CCc1nnc(Cc2ccc(-c3ccccc3)cc2)o1,1807,1612
CCNC(=O)NC(=O)C(C)OC(=O)c1cccn1C (stereo unspecified),1804,1791
CCC(C)NC(=O)C1CCN(S(=O)(=O)c2ccc(Br)s2)CC1 (stereo unspecified),1630,1604
Cc1ccnc(NC(=S)NC(=O)c2cncc(Br)c2)c1,1732,1556
COc1cccc(C(=O)Oc2c(Br)cc(Br)cc2/C=N/NC(=O)c2cc(C)[nH]n2)c1,1818,1523
O=[N+]([O-])c1ccc(O)c(C=Nc2ccc3nc(-c4ccccc4)[nH]c3c2)c1,1718,1773
COCCn1c(=O)[nH]c(=O)c2cc(C(=O)c3cc(OC)ccc3O)cnc21,1781,1460
COc1ccc(C2CC(c3cccs3)=NN2C(=O)COC(=O)C2CCCCC2)cc1OC (stereo unspecified),2074,1612
COC(=O)c1cc(NS(=O)(=O)c2ccc(N3CCC(C)CC3)c([N+](=O)[O-])c2)cc(C(=O)OC)c1,1689,1433
Cc1cc(N=Cc2c(O)ccc3cc(Br)ccc23)no1,1952,1735
COc1cc([N+](=O)[O-])ccc1NC(=O)COC(=O)c1n[nH]c2ccccc12,1989,1755
NCCCC[C@@H]1NC(=O)c2cc([N+](=O)[O-])cc(F)c2NCCCC[C@@H](C(N)=O)NC(=O)[C@H](CCC(N)=O)NC1=O,1906,1341
O=C(N/N=C/C=C\c1ccccc1[N+](=O)[O-])c1ccncc1,1629,1504
CC(C)(C)C(=O)CNCC(=O)C(C)(C)C,1729,1440
N=c1c2c3c(sc2ncn1N)CCCC3,1560,1453
CCS(=O)(=O)N1Cc2ccccc2CC1C(=O)Nc1ccc(OC)cc1 (stereo unspecified),1734,1495
O=C(Nc1cccc(Cl)c1)c1ccc(Cn2cc(Cl)cn2)cc1,1804,1706
O=Cc1s/c(=N\S(=O)(=O)c2ccccc2)n(CCCCl)c1Cl,1715,1652
O=C(Nc1ccccc1Cl)c1ccc(COc2ccc3c(c2)CCC3)cc1,1746,1559
COc1ccc(N2CCN(CCCNC(=O)C3(S(=O)(=O)c4ccc(Cl)cc4)CC3)CC2)cc1,1921,1666
COc1cccc(C(=O)NCCN2C(=O)S/C(=C/c3cccs3)C2=O)c1OC,1828,1570
COc1ccc(-c2n(Cc3ccccc3)c3ccccc3[n+]2Cc2ccccc2)cc1,1629,1655
Cc1ccc2cc(CCNS(=O)(=O)c3ccc(F)cc3)c(=O)[nH]c2c1C,1842,1381
Cc1ccc(-c2nnn(Cc3nc(N)nc(N4CCOCC4)n3)n2)cc1,1990,1566
Cc1cccc(NC(=O)/C(C#N)=C\c2ccc(C(=O)O)cc2)c1,1959,1627
C=CCn1c(C)nnc1SCC(=O)c1[nH]c(C)c(C(C)=O)c1C,1661,1608
CCc1ccc(NC(=S)N2CCCCCCC2)cc1,1673,1647
c1cnc(NC2C3CC4CC(C3)CC2C4)nc1 (stereo unspecified),1662,1461

# Profiles, quoted from the list. Screens in order: SRC1 TRFRET art	SRC3 TRFRET art
# C[C@@H]1CN(Cc2nc(Cc3ccccc3F)no2)C[C@H](C)O1 is listed as 1822	1770
# CCNC(=O)NC(=O)C(C)OC(=O)c1cccn1C (stereo unspecified) is listed as 1804	1791
# CN(C)c1nc(C(F)(F)F)cc(=O)[nH]1 is listed as 1845	1704

# Back to the main list; the three compounds before the break are reprinted first.
SMILES,SRC1 TRFRET art,SRC3 TRFRET art
C=CCn1c(C)nnc1SCC(=O)c1[nH]c(C)c(C(C)=O)c1C,1661,1608
CCc1ccc(NC(=S)N2CCCCCCC2)cc1,1673,1647
c1cnc(NC2C3CC4CC(C3)CC2C4)nc1 (stereo unspecified),1662,1461
Cc1cc(C)nc(SC(C(=O)O)c2ccccc2)n1 (stereo unspecified),1644,1543
COc1ccc(C(=O)CSc2nc3c(c(=O)n(C)c(=O)n3C)n2C)cc1,1537,1416
O/N=C1\CCCc2nnc3c(c21)CCCC3,1613,1856
CN(Cc1ccccc1NCC(=O)Nc1ccccc1C#N)C1CCCCC1,1720,1433
COC(=O)c1c(NC(=O)CCCC(=O)O)sc2c1CCCCC2,1789,1632
O=C1CSC(c2ccncc2)N1Cc1ccccc1 (stereo unspecified),1659,1393
Fc1ccc(OCc2nn3c(Cn4nnc5ccccc54)nnc3s2)cc1,1761,1582
Cn1c(N)c(C(=O)COC(=O)CCCOc2ccc(Cl)cc2Cl)c(=O)n(C)c1=O,1775,1691
CC(NC(=S)Nc1ccc(F)cc1)C(c1cccs1)N1CCOCC1 (stereo unspecified),1665,1329
O=[N+]([O-])c1cccc(/C=N/Nc2nnc(-c3ccccc3)c(-c3ccccc3)n2)c1,1732,1545
Cc1noc(NS(=O)(=O)c2ccc(NC(=O)c3cnc4scc(C)n4c3=O)cc2)c1C,1655,1574
Cc1ccc(S(=O)(=O)N(C)C)cc1NC(=O)COC(=O)CCC(=O)c1cccs1,1903,1594
CC(=O)c1cc(NC(=O)c2cccc(C(F)(F)F)c2)c(=O)oc1C,2040,1640
O=C(NC1CC1)C1=C[C@H](C2CC2)C[C@H](OCCCCO)O1,1564,1551
Cc1cc(C)c(C)c(N=Nc2nc3ccccc3n2C)c1C,1614,1467

# Structures above that contain a tert-butyl group:
SMILES,SRC1 TRFRET art,SRC3 TRFRET art
COc1cc(CNC(C)(C)C)ccc1OCC(=O)NC(C)(C)C,1963,1541
CC(C)(C)C(=O)CNCC(=O)C(C)(C)C,1729,1440

# The listing continues.
SMILES,SRC1 TRFRET art,SRC3 TRFRET art
COc1ccc2c(c1)[N+](C)(C)C(C)(C)C=C2C,1982,1699
O=C(N=C1c2ccccc2CN1c1ccc(F)c(F)c1)c1cccnc1,1669,1665
CCc1ccccc1NC(=O)c1ccc(NCCc2ccccc2)c([N+](=O)[O-])c1,1713,1574
Cc1cc(C)cc(NC(=O)COC(=O)[C@@H](NC(=O)c2ccco2)C(C)C)c1,1830,1515
Cc1cccc(C)c1NC(=O)CCCSc1nnc(-c2ccc(F)cc2)n1-c1ccccc1,1927,1692
CCCn1c(SCc2ccccc2)nc2c1c(=O)[nH]c(=O)n2C,1796,1589
CCOCCCNC(=O)c1cc(Sc2ccc(F)cc2)nc2ccccc12,1636,1620
O=C(NCc1ccc(Cl)cc1)C(=O)NCC(c1cccnc1)N1CCN(c2ccc(F)cc2)CC1 (stereo unspecified),1695,1777
CN(CCc1ccccn1)C(=O)CCc1nnc(CCCc2ccccc2)o1,1812,1594
COc1ccc(OC(=O)COc2ccc(C)cc2)cc1,1844,1654
CC(=O)Nc1ccc(C(=O)NCCCOC(C)C)cc1,1827,1682
CC(C)CN1CCN(C2CCN(C(C)C)CC2)C(CCO)C1 (stereo unspecified),1942,1822
Cc1ccc(-n2cccc2/C=C2/C(=N)N3C(=NC2=O)SN=C3S(C)(=O)=O)cc1Cl,1680,1610
O=C(NNC(=O)c1ccc(Cl)cc1Cl)c1cccs1,1656,1363
COc1ccccc1C(=O)NC(=S)Nc1ccc(N2CCOCC2)c(Cl)c1,1764,1505
CC(=O)CC(=O)Nc1ncccn1,1987,1716
CCC(C)Nc1cc(C)nc2ncnn12 (stereo unspecified),1609,1602
CCC(C)(C)NC(=O)C(c1ccc(F)cc1)N(Cc1cccc(OC)c1)C(=O)c1cnccn1 (stereo unspecified),1588,1534
